PPARg SRC2 recr – promotes SRC-2 coactivator recruitment by human PPARgamma | PPARgamma LBD-SRC-2 recruitment, biochemical | hit rate 0.34% among 200,000 | P37231 | AID 1032 | activation, % at 8 µM; in the data active = activation above about 22%;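 note: 0% = vehicle and 100% = reference agonist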
PPARg SRC-3 ag – agonists of human PPARgamma SRC-3 coactivator recruitment; AID 731; biochemical PPARgamma/SRC-3 coactivator recruitment assay; hit rate 0.26% among 200,000; P37231; activation, % at 8 µM; in the data active = activation above about 23%;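 note: 0% = DMSO and 100% = reference agonist; some compounds past the cut are filed as inactive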
ROMK primary – modulates human ROMK potassium channel activity. P48048. Tet-inducible ROMK, thallium flux fluorescence; actives lie on both sides. B-score at 10 µM. hit rate 2% among 130,000. AID 1918;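 active = signal ratio slope over the read window, or its plate-corrected B-score, at least 3 SD from the plate mean, either direction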;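 note: B-score of the F/F0 ratio slope over 7 to 12 s after thallium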
Target sequence (P48048 whole entry, looked up): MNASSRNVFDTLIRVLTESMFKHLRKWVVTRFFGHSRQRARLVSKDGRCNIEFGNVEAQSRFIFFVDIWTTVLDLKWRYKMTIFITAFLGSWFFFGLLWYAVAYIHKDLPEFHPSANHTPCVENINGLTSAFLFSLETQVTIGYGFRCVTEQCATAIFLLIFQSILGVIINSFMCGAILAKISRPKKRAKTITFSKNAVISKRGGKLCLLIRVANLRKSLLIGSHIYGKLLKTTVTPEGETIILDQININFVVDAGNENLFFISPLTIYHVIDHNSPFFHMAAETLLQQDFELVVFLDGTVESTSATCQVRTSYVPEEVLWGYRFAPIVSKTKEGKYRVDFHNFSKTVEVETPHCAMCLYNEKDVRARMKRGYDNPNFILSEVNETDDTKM
DTT redox prof – compounds producing H2O2 with reducing agent – biochemical, NIH compound library profiling, artefact control for MLSCN library redox annotation, primary screen | activation, % at 10 µM | DTT-dependent redox cycling H2O2, phenol red/HRP absorbance; 100% = 100 µM peroxide control, 0% = buffer | hit rate 0.03% among 200,000;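 active = activation of at least 50% relative to the plate's high and low controls in the primary single-dose screen; inactive = activation below 50%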;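 note: compound incubated with DTT at 0.8 mM final as the reducing agent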
SRC2 TRFRET art – counter-screen for PPARgamma SRC-2 recruitment agonists: TR-FRET artefact. active compounds read high. TR-FRET ratio at 8 µM. hit rate 0.4% among 200,000. AID 1049; in the data active = TR-FRET ratio above about 2000; note: inactives centre near 1500; reference of the scale not given here
L major viab – Leishmania major promastigote growth inhibition; Leishmania major promastigotes, resazurin fluorescence viability; hit rate 9% among 200,000; inhibition, % at 10 µM; in the data active = inhibition above about 50%;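 note: promastigotes grown with compound for 44 hours at 28 °C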
S1P3 antag – antagonists of human S1P3 receptor; Q99500; CHO S1P3 NFAT-BLA reporter, FRET fluorescence, antagonist mode; inhibition, % at 4.98 µM; hit rate 0.27% among 170,000; AID 485;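 active = inhibition above the plate cutoff, the mean inhibition of test wells on that plate plus 3 SD, cut at about 28% in these data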;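 note: cells challenged with S1P at its EC80 of 0.8 µM; blue over green emission ratio from cleaved BLA substrate after 4 h stimulation; 0% = S1P-stimulated wells and 100% = unstimulated DMSO-only wells; some compounds past the cut are filed as inactive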
Target sequence (Q99500 whole entry, looked up): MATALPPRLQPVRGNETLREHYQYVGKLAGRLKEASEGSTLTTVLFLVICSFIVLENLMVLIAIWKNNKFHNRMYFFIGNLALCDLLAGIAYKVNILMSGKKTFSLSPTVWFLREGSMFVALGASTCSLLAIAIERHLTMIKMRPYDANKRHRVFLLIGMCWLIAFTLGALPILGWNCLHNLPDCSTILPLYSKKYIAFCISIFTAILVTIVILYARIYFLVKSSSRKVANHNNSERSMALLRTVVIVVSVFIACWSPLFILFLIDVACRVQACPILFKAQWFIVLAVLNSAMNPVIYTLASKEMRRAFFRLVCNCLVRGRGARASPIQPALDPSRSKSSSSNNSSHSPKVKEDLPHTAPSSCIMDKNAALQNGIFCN
TLR4-MyD88 BLA – TLR4-MyD88 interaction inhibition in cells | AID 861 | HeLa CL3-4 TLR4/MyD88 BLA complementation, FRET ratio | hit rate 0.18% among 200,000 | O00206+Q99836 | inhibition, % at 8.4 µM; in the data active = inhibition above about 25%;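 note: 0% = vehicle and 100% = reference inhibitor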
bIAP act – increases bovine intestinal alkaline phosphatase activity. purified bovine IAP, CDP-star luminescence, 30 min; active compounds read high; fold of DMSO-control signal, blank-subtracted. activation factor at 20 µM. hit rate 0.17% among 200,000;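 active = activation factor of 2 or more at 20 µM, a signal rise over negative controls twice the positive control's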
PPARg SRC1 recr – PPARgamma-driven SRC-1 recruitment agonism. PPARgamma-SRC-1 coactivator recruitment biochemical assay. activation, % at 8 µM. hit rate 0.41% among 200,000; in the data active = activation above about 19%;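 note: 0% = DMSO and 100% = reference agonist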
bIAP inh – intestinal alkaline phosphatase (bovine) inhibition. inhibition, % at 20 µM. purified bovine IAP, CDP-star luminescence, 30 min. 190,000 tested, under 10 active. AID 1019;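 active = over 50% inhibition of intestinal alkaline phosphatase at 20 µM in the single-dose screen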
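System: Purified bovine intestinal alkaline phosphatase (IAP) enzyme | Input: IAP diluted 1/65,000,000 in the well | Also added: CDP-star chemiluminescent phosphatase substrate, 30 µM final | Dosing: 20 µM single dose | Times: Enzyme reaction for 30 min at room temperature | Detection: Luminescence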
* = called active by the depositor; x = no result given.

Every second line gives: bIAP inh	DTT redox prof	S1P3 antag	PPARg SRC2 recr	TLR4-MyD88 BLA	PPARg SRC1 recr	ROMK primary	bIAP act	SRC2 TRFRET art	L major viab	PPARg SRC-3 ag
CCN(/N=C/c1cccs1)c1cc(=O)n(C)c(=O)[nH]1
    4	-1.1	x	4	-8	8	x	1	1612	-3	-1
O=c1c(C/C=C/c2ccccc2)c(O)ccn1CCc1c[nH]c2ccccc12
    -3	-0.1	-4	-2	4	-6	0.029	1	1606	-2	2
C=CCOC(=O)C1=C(C)NC(=O)NC1c1cn(-c2ccccc2)nc1-c1cccs1 (stereo not given)
    2	0.6	4	16	-1	9	-3*	1	1897	14	11
O=C(Nc1ccccc1Br)c1ccc(OC(=S)N2CCOCC2)cc1
    -24	-0.1	-12	5	3	0	-1.2	1.2	1694	-4	8
CCOc1ccc(CCNC(=O)CCC(=O)Nc2ccc3nc(N4CCN(C)CC4)cc(C)c3c2)cc1OCC
    6	-0.1	-37	-9	-31	3	1.9	0.9	1412	-2	-4
O=C(Nc1ccc(NC(=O)c2cccs2)cc1Cl)c1ccco1
    8	-0.9	-13	12	7	-2	-0.33	0.9	1605	13	-2
O=c1c2cc(NC(=S)N3CCCC3)ccc2nc2n1CCCCC2
    -2	-2.8	2	0	0	2	0.085	1	1552	6	1
OCCNCc1cc(Br)ccc1OCc1ccccc1
    21	0.1	1	-5	-5	4	x	0.8	1472	4	-4
COC(=O)C(NC(=O)C(CC(C)C)NC(=O)C1CCC(C)CC1)C(C)C (stereo not given)
    2	0.1	x	-2	5	-2	2.5	1	1317	43	-9
Cc1ccc(-c2nnc3cccc(Cl)n23)cc1
    6	0.5	18	-6	-17	5	-0.14	0.9	1620	-4	0
CN=c1scc(C)n1/N=C/c1ccc(O)cc1O
    8	0.8	4	9	-2	8	x	0.9	1496	58*	2
CCCCOC(=O)C1=C(C)Nc2ncnn2C1c1cc(OC)ccc1OC (stereo not given)
    -1	-0.1	8	3	-6	12	x	1	1614	4	9
Cc1ccc(NC(=O)C(=O)NCCN2CCN(C(=S)Nc3ccccc3)CC2)cc1
    6	0.1	11	-2	-8	5	x	0.9	1612	-1	-5
COC(=O)c1c(C)oc2ccc(N(C(=O)Oc3ccccc3)S(=O)(=O)c3ccccc3)cc12
    21	-0.1	2	-5	5	1	-1.1	0.8	1541	1	2
CCN1CCCC1CNC(=O)C1CCN(Cc2nc(-c3cccc(Br)c3)oc2C)CC1 (stereo not given)
    -19	0.2	-4	1	-11	-6	x	1.2	1508	99*	-7
O=C(Nc1ccc2c(c1)OCO2)C1CCN(S(=O)(=O)c2ccc3c(c2)OCCO3)CC1
    14	-4.7	2	2	1	5	-0.39	0.9	1544	-3	13
Cc1ccc(/C(=N/Nc2nc3ccccc3s2)C2=C(O)c3ccccc3C2=O)cc1
    15	-0.3	-8	9	-9	0	1.2	0.8	1682	2	2
CN(C)CCNC(=O)C12CC3(C)CC(C)(CC(C)(C3)C1)C2
    -1	0.2	x	2	8	8	1.2	1	1616	8	5
CC(=O)c1cccc(NC(=O)C2CCCC2)c1
    22	0.3	x	-7	21	1	0.089	0.8	1416	1	-11
COC(=O)/C=C1/N/C(=N\c2nc(C)cc(C)n2)N(c2ccc(Cl)cc2)C1=O
    -20	0.0	5	-8	-10	-2	x	1.2	1504	50*	-3
Cc1cc(C)c(S(=O)(=O)CCC(C)C)c(=O)[nH]1
    8	-0.7	-5	-2	-22	4	x	0.9	1388	-6	-4
Cc1ccccc1NC(=O)Cc1nnc(SCc2ccc(Cl)c(Cl)c2)n1C
    4	-0.9	x	2	5	-3	x	1	1422	6	-12
COC(=O)c1ccc(CSc2nc(C(F)(F)F)c3c(c2C#N)CCC3)o1
    -9	1.3	11	3	-1	5	1	1.1	1748	14	12
CN(CCCNC(=O)c1cn(C)c2ccc(S(=O)(=O)N(C)C)cc2c1=O)c1ccccc1
    4	-0.3	-31	-1	-10	-2	x	1	1576	6	11
COc1ccc(C2=NOC(C(=O)N3CCCCCC3)C2)cc1OC (stereo not given)
    2	3.6	-50	1	2	10	-0.16	1	1579	-9	2
CN1CCN(C(=O)c2ccc3c(c2)OCCO3)CC1
    11	2.3	x	10	6	0	0.51	0.9	1446	-5	16
COC(=O)C1=C(C)N(Cc2cccnc2)C(=O)C1
    5	6.0	-12	5	-4	2	x	1	1582	-3	-2
COc1ccc(N2CCN(C(=O)c3ccc(N(C)S(=O)(=O)c4ccc(C)cc4)cc3)CC2)cc1
    1	-0.6	2	3	-25	0	-1.7	1	1461	36	-3
Cc1noc(C)c1CSc1ccccc1C(=O)N1CCN(c2ccccc2)CC1
    21	0.3	x	7	6	-1	0.35	0.8	1328	15	12
Cc1cccc(S(=O)(=O)Nc2ccc(-c3nc4ccc(C)cc4s3)cc2)c1
    28	0.2	5	0	5	-3	x	0.7	1312	-5	-3
CC(=O)c1cc(-c2nc3ccccc3n2C)n(C)c1
    5	2.5	3	1	0	-10	x	0.9	1299	16	-1
Cc1ccccc1NC(=O)/C(C#N)=C\c1cn(CC(=O)O)c2ccccc12
    12	-1.5	-18	-8	0	2	-0.29	0.9	1543	-8	2
CN(C)S(=O)(=O)c1cccc(C(=O)N2CCc3ccccc32)c1
    11	-2.0	21	-5	-2	1	0.1	0.9	1561	5	12
Cc1cc(NC(=O)COC(=O)[C@H](Cc2c[nH]c3ccccc23)NC(=O)c2ccc(F)cc2)no1
    3	0.7	x	-3	1	13	x	1	1562	-4	7
Cn1cccc1Cc1nnc(SCC(=O)Nc2ccc(F)cc2)n1-c1ccc(F)cc1
    -2	-0.3	-18	3	8	-3	x	1	1532	7	15
C/C(=N\NC(=O)c1cc(-c2cccs2)nc2ccccc12)c1ccccn1
    -7	-2.5	20	-3	5	2	0.77	1.1	1739	100*	3
COc1ccc(N(C2CSC2)S(=O)(=O)c2ccccc2)cc1
    19	0.2	x	-9	0	11	x	0.8	1308	-7	-3
CONC(=O)Nc1ccccc1[N+](=O)[O-]
    -10	0.9	-4	-5	1	2	x	1.1	1467	0	-8
COCCCNC(=O)CS(=O)(=O)Cc1nc(-c2ccccc2C)oc1C
    2	-0.3	-24	9	-6	-4	x	1	1412	16	4
c1ccc(CNc2nc(-c3cccs3)nc3ccccc23)nc1
    12	0.0	-2	-1	1	-2	-2.6	0.9	1577	78*	4
CCOC(=O)C1CCCN(C(=O)c2cn(CC)c3ccc(S(=O)(=O)N4CCCC4)cc3c2=O)C1 (stereo not given)
    -7	-3.8	19	2	7	2	0.98	1.1	1543	7	12
COc1ccc(NC(=O)c2cccnc2Nc2ccc(OC)cc2)cc1
    -4	1.2	x	15	-3	7	x	1	1716	76*	3
COc1ccc(N(C(=O)c2cccc([N+](=O)[O-])c2)S(=O)(=O)c2ccc3c(c2)n(C)c(=O)n3C)cc1
    0	1.1	x	5	-4	-7	x	1	1820	4	10
CS(=O)(=O)c1ccc(S(=O)CC(=O)Oc2ccc(Cl)cc2)c([N+](=O)[O-])c1 (stereo not given)
    -1	-0.1	-15	-8	20	-2	x	1	1550	10	-2
O=C(O/N=C\c1ccc(N2CCCCC2)c([N+](=O)[O-])c1)c1cccc(C(F)(F)F)c1
    20	-2.9	x	-8	-3	0	x	0.8	1568	-1	-7
Cn1c(=O)n(CC(N)=O)c2ccccc21
    6	-0.3	-29	9	-3	3	0.51	0.9	1409	-3	2
COc1ccc(Nc2nc(C)c3ccccc3n2)cc1
    26	1.1	-6	10	-2	10	x	0.7	1676	34	3
Cc1cccc(-c2c(O)cc(=O)[nH]c2Cl)c1
    -2	-0.8	2	3	-1	3	x	1	1570	-2	4
Cc1ccc(OC(C)C(=O)N2CCc3ccccc32)cc1 (stereo not given)
    8	3.1	13	5	-4	-1	x	0.9	1699	-3	7
Cc1ccccc1Cn1ccc(NC(=O)c2nn3cccnc3c2Cl)n1
    -17	-0.4	-16	2	4	-1	x	1.2	1572	-6	3
O=C(O)[C@@H](c1ccccc1)N1Cc2ccccc2C1=O
    26	0.1	-7	-1	1	5	x	0.7	1544	-6	9
O=C(Nc1ccccc1N1CCCCC1)c1ccc(-c2ccc(Cl)cc2)o1
    -14	2.6	-4	-10	8	7	0.48	1.1	1394	1	0
CCN(CC)C(=O)CSc1nc2ccccc2c(=O)n1CCC(=O)NCCc1ccc(OC)c(OC)c1
    -12	-0.3	12	8	2	3	-0.11	1.1	1703	-2	5
O=c1/c(=C\c2ccc3c(c2)OCO3)sc2n1CCCN=2
    14	-0.1	-9	2	-2	8	-0.54	0.9	1690	8	10
Cc1cc(C)cc(OC(=O)C23CCC(C)(C(=O)O2)C3(C)C)c1 (stereo not given)
    -2	-1.2	19	-4	15	0	0.67	1	1460	-3	-2
COc1ccc(OCCC(=O)OCC(=O)NC(=O)NC(C)(C)C)cc1
    10	0.1	x	-1	-9	3	0.22	0.9	1579	-5	-5
O=C(CSc1ncnc2scc(-c3ccc(Cl)cc3)c12)NCc1ccc2c(c1)OCO2
    5	0.8	x	7	-9	8	x	1	1706	4	8
COc1ccc(/C=C2\SC(=O)N(CCC(=O)Nc3ccccc3)C2=O)cc1OC
    3	0.6	6	0	-4	6	x	1	1624	53*	-3
Nc1nnc(-c2ccccc2Cl)s1
    11	-1.5	-11	2	-15	-5	x	0.9	1360	-8	-4
CCN(Cc1ccccc1)c1c(C(=O)O)cnc2c1cnn2C
    6	-0.6	-21	3	4	2	0.53	0.9	1752	0	4

Three compounds already listed, sorted by SMILES length, falling.
Every second line gives: bIAP inh	DTT redox prof	S1P3 antag	PPARg SRC2 recr	TLR4-MyD88 BLA	PPARg SRC1 recr	ROMK primary	bIAP act	SRC2 TRFRET art	L major viab	PPARg SRC-3 ag
Cc1cc(NC(=O)COC(=O)[C@H](Cc2c[nH]c3ccccc23)NC(=O)c2ccc(F)cc2)no1
    3	0.7	x	-3	1	13	x	1	1562	-4	7
CC(=O)c1cc(-c2nc3ccccc3n2C)n(C)c1
    5	2.5	3	1	0	-10	x	0.9	1299	16	-1
Nc1nnc(-c2ccccc2Cl)s1
    11	-1.5	-11	2	-15	-5	x	0.9	1360	-8	-4

(continued)
Every second line gives: bIAP inh	DTT redox prof	S1P3 antag	PPARg SRC2 recr	TLR4-MyD88 BLA	PPARg SRC1 recr	ROMK primary	bIAP act	SRC2 TRFRET art	L major viab	PPARg SRC-3 ag
CC(=O)Nc1cccc(NC(=O)CSc2ncc(-c3ccc(Cl)cc3)n2Cc2ccco2)c1
    -5	0.3	18	2	18	5	-4.6*	1	1416	39	2
CCCCNC(=O)N1CCOCCOCCN(C(=O)NCCCC)CCOCC1
    1	-0.8	x	3	-13	4	1.2	1	1611	-5	-1
CSC(=NC#N)N1CCN(c2ccccn2)CC1
    6	0.0	-13	-1	-7	3	-0.4	0.9	1524	0	-1
COC(C(=O)NC1CCCCCCC1)c1ccccc1 (stereo not given)
    3	-0.2	7	5	-10	8	-0.96	1	1478	-5	-3
Cn1cccc1C(=O)OCC(=O)c1cc2ccccc2o1
    1	-0.1	x	-3	-14	0	-0.52	1	1451	-4	4
Cc1cc(C)cc(-n2c(C)cc(C(=S)N3CCOCC3)c2C)c1
    6	-0.4	4	-10	4	-4	x	0.9	1471	55*	-4
O=C(CC1Oc2ccccc2NC1=O)NCCc1ccccc1 (stereo not given)
    -9	-1.3	-10	2	6	9	x	1.1	1620	-8	1

Screening results deposited in PubChem by several laboratories.
